# Compound activity from PubChem BioAssay.
# SMN2 splice enh: enhancers of SMN2 splice variant expression; AID 1458; 210,000 compounds, 2.8% hits; Potency, µM (doses to about 46.1 µM), without a hit: at the top dose activity change, positive = activation, usual class: activators; HEK293 SMN2-luciferase splicing reporter, luminescence, 30-36 h; further: % of control where 0% means no effect; nearly all actives have a fitted effect of over 55% in size
#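 HEK293 cells carry an SMN2 […]–luciferase reporter in which exon 7 inclusion puts luciferase in frame. Cells were plated 10-12 h before compound addition, then incubated 30-36 h at 37C. ONE-Glo luminescence was read; sodium butyrate at 4.5 mM final served as control.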
# GAA inhib: blocks human lysosomal alpha-glucosidase. P10253. purified human GAA, 4-MU-alpha-glucoside fluorescence. Potency, µM (titrated, usually from 76.9 µM), for the others: top-dose activity change, negative = inhibition, usual class: inhibitors. 200,000 compounds, 0.005% hits. AID 1466;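 further: plate controls were uninhibited enzyme wells for no effect and no-enzyme background for full effect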
#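 Human alpha-glucosidase, 4 nM, pre-mixed with test compounds before 400 uM 4-methylumbelliferyl substrate; 20 min room temperature at pH 5.0. Fluorescence read after pH 10 stop; AC50 values from Hill-equation fits.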
# GoLoco inh red: RGS12 GoLoco-Gai1 interaction inhibition; P63096; Gai1:RGS12 GoLoco peptide FP, rhodamine, 10 min; Potency, µM (doses to about 61.6 µM), for the others: top-dose activity, negative = inhibition, usual class: inhibitors; AID 880; 230,000 compounds, 0.44% hits; active means well fitted inhibition curve with a large enough effect, not every such curve was filed as active; inactive means no such curve, though single readings can be large or run the other way; further: on the % scale 0 is the no-effect control and ±100 the full control effect; nearly all actives have a fitted effect of over 30% in size; many of its hits are not listed in these tables
# Target sequence (P63096 whole entry, looked up): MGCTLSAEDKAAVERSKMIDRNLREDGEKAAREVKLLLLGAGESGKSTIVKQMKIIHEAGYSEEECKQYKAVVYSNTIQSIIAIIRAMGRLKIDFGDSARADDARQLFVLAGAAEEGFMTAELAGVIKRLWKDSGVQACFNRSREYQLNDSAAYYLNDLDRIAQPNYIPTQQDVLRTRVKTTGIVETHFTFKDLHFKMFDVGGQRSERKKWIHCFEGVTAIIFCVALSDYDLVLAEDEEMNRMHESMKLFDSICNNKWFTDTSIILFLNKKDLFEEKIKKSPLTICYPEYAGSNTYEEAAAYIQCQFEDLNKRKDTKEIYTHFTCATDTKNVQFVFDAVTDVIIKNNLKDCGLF
# JMJD2E inh: blocks human JMJD2E demethylase activity; B2RXH2; JMJD2E catalytic domain, FDH-coupled NADH fluorescence (FDH is formaldehyde dehydrogenase); Potency, µM (highest dose often 57.1 µM), inactives show at the highest dose activity change, negative = inhibition, actives largely listed as inhibitors; 230,000 compounds, 1.6% hits; AID 2147; active means well fitted inhibition curve with a large enough effect, not every such curve was filed as active; inconclusive means small, poorly fitted or top-dose-only effect, or another doubt; inactive means no such curve, though single readings can be large or run the other way;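 further: 0% = wells with enzyme and -100% = buffer wells without enzyme; nearly all actives have a fitted effect of over 50% in size; many of its hits are not listed in these tables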
# Target sequence (B2RXH2 1-337 limits assumed): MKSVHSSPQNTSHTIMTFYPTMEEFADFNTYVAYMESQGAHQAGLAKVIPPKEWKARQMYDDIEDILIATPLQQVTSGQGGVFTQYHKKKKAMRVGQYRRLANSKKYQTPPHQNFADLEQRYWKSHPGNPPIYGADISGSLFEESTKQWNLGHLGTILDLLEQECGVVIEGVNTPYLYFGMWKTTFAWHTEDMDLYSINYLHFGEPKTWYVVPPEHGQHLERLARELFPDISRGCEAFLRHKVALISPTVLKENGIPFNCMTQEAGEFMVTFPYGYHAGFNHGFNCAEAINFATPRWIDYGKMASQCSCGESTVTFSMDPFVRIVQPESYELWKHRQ
# GAA glycogen mod: inhibitors or activators of human alpha-glucosidase glycogen cleavage. AID 2100. Potency, µM (titrated, usually from 76.4 µM), inactives show top-dose activity change, negative = inhibition, most hits filed as inhibitors. 300,000 compounds, 0.38% hits. recombinant GAA, glycogen substrate, Amplex Red glucose oxidase fluorescence. P10253;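 further: 0% = full enzyme reaction and -100% = no-enzyme basal signal; the screen sought inhibitors and activators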
#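 qHTS, 1536-well; enzyme 4 nM final; cpd up to 77 uM; substrate bovine liver glycogen 30 ug; 50 mM citrate/phosphate pH 5.0, 0.01% Tween-20; 37 C, 40 min; Amplex Red detection 45 min RT; Hill fit → AC50.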
# GLA spleen mod: alpha-galactosidase A (human) modulation; P06280; human spleen homogenate, 4MU-alpha-Gal fluorescence, 40 min; Potency, µM (doses to about 80 µM), inactives show at the top dose activity change, negative = inhibition, actives largely listed as inhibitors; 240,000 compounds, 0.008% hits; AID 2107;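 further: 0% = enzyme with vehicle and -100% = no enzyme basal signal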
#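 Spleen homogenate 1 ug + cpd (titration) + 4-MU-alpha-D-galactopyranoside 1 mM; 37C 40 min; 50 mM citrate/phosphate pH 5.0, 0.01% Tween-20; stop pH 10; fluorescence 365/440; AC50 via Hill.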
# ALDH1A1 inh: inhibitors of human aldehyde dehydrogenase 1A1 | Purified ALDH1A1, NADH fluorescence, propionaldehyde substrate | AID 1030 | P00352 | Potency, µM (highest dose often 75.3 µM), for the others: top-dose activity, negative = inhibition, actives largely listed as inhibitors | 220,000 compounds, 7.3% hits; active means well fitted inhibition curve with a large enough effect, not every such curve was filed as active; inconclusive means small, poorly fitted or top-dose-only effect, or another doubt; inactive means no such curve, though single readings can be large or run the other way;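 further: plate controls were no enzyme wells and a reference inhibitor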
# GAA spleen mod: inhibits or activates alpha-glucosidase in human spleen homogenate | human spleen homogenate, 4-MU-alpha-glucoside fluorescence | Potency, µM (highest dose often 79.9 µM), without a hit: at the highest dose activity change, negative = inhibition, actives largely listed as inhibitors | 240,000 compounds, 0.006% hits;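 further: 0% = enzyme with vehicle and -100% = no enzyme basal signal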
#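 Enzyme source: human spleen homogenate, 1 ug/well. Buffer 50 mM citric acid/K phosphate pH 5.0, 0.01% Tween-20. 4-MU-alpha-glucoside 1 mM; 37 C x 40 min; NaOH/glycine stop; fluorescence.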
# * hit, by the source's call; ? = inconclusive; / = no result given; & = joins results of further samples; [ ] = dose if it differs, or a comment. Unless noted, the call rests on the fitted dose curve; in most records, active means well fitted curve in the direction sought with a large enough effect; inconclusive means small, poorly fitted or top-dose-only effect, or another doubt; inactive means no such curve, though single readings can be large; an effect the other way counts as inactive or inconclusive. Potency means the concentration at half of the fitted maximal effect. A portion of the library; rates above refer to the full screens.
SMILES,SMN2 splice enh,GAA inhib,GoLoco inh red,JMJD2E inh,GAA glycogen mod,GLA spleen mod,ALDH1A1 inh,GAA spleen mod
CCCN1C(=O)COc2ccc(-c3n[nH]c(=O)c4ccccc34)cc21,/,-2%,-8%,2%,-5%,3%,9%,4%
Cc1ccc(S(=O)(=O)NCCC(=O)Nc2ccc(C)c(Cl)c2)cc1C,-12%,-11%,13%,-3%,7%,?,?,-5%
COC(=O)CSc1nnc(-c2ccccc2OC)n1-c1ccc(C)cc1,-18%,-6%,-11%,4%,4%,7%,2%,-1%
CCC1=C(OC(=O)N(CC)CC)N2C(=O)OC(=NCC3CC3)[C@]2(C)[C@H]2C1=CC[C@H]1C(=O)N(c3ccccc3)C(=O)[C@H]12,-1%,/,4%,5%,/,8%,-11%,1%
COc1ccc(/C(C)=N/OC/C(O)=C(\C#N)c2nc3ccccc3[nH]2)cc1OC,1%,7%,50%[activator],?,-6%,-1%,2%,-11%
COC(=O)C1C(=O)N2CCCSC2=C(C#N)C1c1cccs1 (configuration not stated),-5%,1%,-6%,-6%,-21%,-4%,6.3µM*,0%
O=C(CSc1nc2ccccc2o1)Nc1nccs1,14%,-6%,1%,2%,-5%,3%,4%,/
O=C1c2cccnc2C(Nc2ccccc2Br)N1Cc1ccco1 (configuration not stated),-4%,2%,-3%,-4%,5%,3%,25µM*,8%
Cc1ccc2c(CSc3nnnn3C)cc(=O)oc2c1,-1%,0%,-2%,-8%,3%,-9%,-7%,2%
CCSC1=NC2(CCCCC2)Nc2sc3c(c21)CCCC3,-11%,7%,-10%,?,?,2%,7.1µM*,-2%
O=c1[nH]n(CC2COC3(CCCCC3)O2)c(=O)c2ccccc12 (configuration not stated),?,4%,0%,-28%,6%,-10%,13µM*,-2%
COc1ccc(C2C3=C(N=C4SCC(=O)N42)c2ccccc2CC3)cc1OC (configuration not stated),-17%,0%,-13%,-28%,-5%,-15%,-7%,-3%
O=C(O)C1CCCN(S(=O)(=O)c2ccc(Cl)s2)C1 (configuration not stated),1%,-4%,-2%,1%,-8%,-1%,1%,-9%
COC(=O)CCC(=O)OC1(C)C(=O)C=C2C=C(C3CC3)N(CCc3c[nH]c4ccccc34)C=C2C1=O (configuration not stated),9%[9.22 µM],/,6%[14.2 µM],?,-7%,18%[17.5 µM],8%[13.5 µM],9%[17.4 µM]
COc1ccc(OC)c(C2C(C(=O)Nc3ccccc3OC)=C(C)Nc3nc(CCCO)nn32)c1 (configuration not stated),9%,-5%,10%,-9%,4%,-2%,5%,-7%
CC(C)(C)NC[C@H](O)COc1nsnc1N1CCOCC1,-21%,0%[15.4 µM],9%,-14%,7%,-4%,-1%,2%
CCOc1ccc(NS(=O)(=O)c2ccc(NC(=O)[C@@H]3CCCC[C@@H]3C(=O)O)cc2)cc1,-6%,-3%,-1%,3%,7%,6%,-2%,-3%
Fc1cc(F)c2nc(Nc3nc4c(F)cccc4s3)sc2c1,-20%,4%,2%,4%,5%,-2%,?,-4%
COc1cc(NC(=S)Nc2ccc(Br)cc2Cl)c(OC)cc1Cl,-14%,3%,4%,-9%,-18%,-2%,28µM*,-2%
CC1Cc2ccccc2N1C(=O)CCS(=O)(=O)c1cccs1 (configuration not stated),0%,1%,-6%,4%,5%,4%,?,-7%
CCCCNC(=O)c1ccc(N2CCC3(CC2)OCCO3)c([N+](=O)[O-])c1,-7%,?,-12%,-6%,-4%,-7%,?,-18%
O=C1NCC(COCC2CC=CCC2)O1 (configuration not stated),1%,10%,12%,9%,9%,-9%,-3%,9%
CC(C)C[C@H](NC(=O)Nc1ccc(Oc2ccccc2)cc1)C(=O)O,1%,0%,8%,1%,11%,-12%,4%,13%
O=C(CSc1ncnc2nc[nH]c12)c1ccc2ccccc2c1,-82%[inhibitor],-2%,62%[activator],10%,-5%,1%,?,-1%
Cc1noc(C)c1-c1cncnc1NCc1cccnc1,/,/,-18%,/,/,-2%,25µM*,3%
CCC1Oc2ccccc2N(CC(=O)Nc2ccc(OC)cc2OC)C1=O (configuration not stated),/,9%,5%,5%,3%,0%,0%,-2%
NNC(=S)NC1CCS(=O)(=O)C1 (configuration not stated),/,/,-15%,-26%,?,-1%,/,-2%
COc1ccccc1CCNC(=O)CSc1nnc2ccc(-c3ccncc3)nn12,-23%,1%,5%,-14%,-1%,-14%,4%,/
COc1ccc(-c2csc(NC(=O)c3ccc(S(C)(=O)=O)cc3)n2)cc1,0%,1%,24%,?,-1%,3%,0%,7%
CCn1nc(C(=O)OCC(=O)Nc2nc(-c3ccc(OC)cc3)cs2)c2ccccc2c1=O,10µM*,4%,-12%,2%,-1%,0%,?,-16%
Cc1cccc(NC(=O)Cn2nnc(C(=O)NCc3ccco3)c2N)c1,7%&-2%,-3%,4%,10%,30%,-5%,-1%,-1%
CS(=O)(=O)N(Cc1ccc(Cl)cc1)c1ccc(C(=O)Nc2cccnc2)cc1,1%,2%,-2%,7%,-1%,-10%,0%,-1%
O=C(CSc1ncn[nH]1)c1cccc([N+](=O)[O-])c1,4%,-5%,6%,7.9µM*,-9%,9%,?,10%
CCCCCc1cc(=O)oc2c(C(CCN3CCCCC3)c3ccc4c(c3)OCO4)c(OC)cc(OC)c12 (configuration not stated),/,/,10%,-9%,-5%,5%,/,-4%
COc1cc2nc3occc3c(OC)c2cc1OC,13%,-6%,11%,?,3%,-4%,-4%,-4%
C#CCSc1nnc(CSc2nc3ccccc3s2)n1-c1ccccc1,-19%,-10%,2%,0%,1%,-1%,?,-3%
CC1(C)Cc2c(sc3nc4n(-c5ccccc5)cnn4c(=O)c23)CO1,/,4%,4%,-5%,2%,-4%,-10%,6%
COc1ccc(Cl)cc1C(=O)NCC(C)C,-8%,0%,8%,1%,-4%,8%,5%,0%
Cn1ncc(Br)c1C(=O)NC1C2CC3CC(C2)CC1C3 (configuration not stated),-18%,1%,3%,1%,8%,5%,-14%,-8%
N#CCCN(C(=O)COC(=O)c1ccc2c(c1)NC(=O)CS2)c1ccc2c(c1)OCCO2,-16%,0%,5%,-1%,16%,13%,14%,4%
CCCC(C)NC(=O)CSc1nc(-c2ccccc2)cn1N (configuration not stated),-12%,5%,1%,-3%,4%,6%,-5%,0%
COc1ccc(-c2noc(CN(Cc3nccn3C)C(C)C)n2)cc1,/,/,26%,7%,3%,2%,/,-2%
CCCCNC(=O)CS(=O)Cc1nc(-c2cccc(C)c2)oc1C (configuration not stated),-10%,-3%[15.4 µM],7%,3%,10%,-4%,10%,-7%
Nc1cc(=O)[nH]c(SCC(=O)NCC2CCCO2)n1 (configuration not stated),-6%,?,6%,4%,7%,4%,7%,10%
Cc1c(NC(=S)NCc2ccc(F)cc2)cccc1[N+](=O)[O-],/,-8%,/,-17%,-14%,-10%,32µM*,-24%
Cc1ccc2sc(C)[n+](CCCS(=O)(=O)[O-])c2c1,-5%,0%,107%[activator],-4%,5%,-2%,-2%,-3%
C=CCn1c(SCCC#N)nnc1-c1ccncc1,49%,-9%,-2%,2%,3%,-2%,-9%,-1%
Cc1ccc2[nH]c(-c3ccccc3)c(CN3CCN(C)CC3)c(=O)c2c1,13%,1%,8%,-1%,1%,7%,1%,3%
COc1ccc(C2SCC(=O)N2c2c(C)n(C)n(-c3ccccc3)c2=O)c(OC)c1 (configuration not stated),-12%,1%,13%,0%,-3%,9%,1%,3%
CC(C)NC(=O)c1ccccc1-c1ccccc1,-22%,1%,5%,-1%,8%,6%,-7%,-6%
C/C(=N\Nc1ccc(C(F)(F)F)cn1)c1ccncc1,18%,2%,-3%,-3%,-1%,1%,28%,-16%
Cc1n[nH]c(C)c1CCC(=O)N/N=C/C=C/c1ccccc1,6%,-4%,6%,-4%,-3%,-2%,4%,1%
CC(C)CNC(=O)c1cccc(C(=O)NCC(C)C)c1,-1%,?,14%,0%,4%,-4%,3%,-23%
CCC(C)NC(=O)COC(=O)c1cc([N+](=O)[O-])ccc1Sc1nc(C)cs1 (configuration not stated),10%,0%,2%,-5%,6%,-2%,1%,-2%
Cc1ccc([N+](=O)[O-])cc1NC(=O)C(C)NS(=O)(=O)c1ccc(F)cc1 (configuration not stated),-14%,6%,15%,4%,4%,3%,?,-1%
Nc1c(C(=O)N2CCOCC2)sc2nc3c(cc12)CCC3,11µM*,8%,11%,-9%,-13%,0%,6%,-3%
Cc1noc(C)c1S(=O)(=O)N1CCC(C(=O)NCCCN2CC(C)CC(C)C2)CC1 (configuration not stated),11%,?,7%,6%,-3%,2%,9%,6%
Cc1cccc(/C(N)=N/OC(=O)c2ccco2)c1,16µM*,-1%,-3%,-1%,2%,-1%,-3%,9%
CN1CCN(C(=O)c2cc(COc3c(F)cccc3F)on2)CC1c1ccccc1 (configuration not stated),/,11%,-19%,?,-3%,4%,?,-3%
O=C(c1cccc(F)c1)N1CCC2(CC1)CCN(c1ncccn1)CC2,-39%[inhibitor],/,9%,/,/,0%,-3%,-13%
S=C(NCc1ccccn1)Nc1ccc(Cl)cc1,?,6%,1%,1%,-2%,6%,?,1%
COc1ccccc1Oc1c(C)oc2c(CN3CCN(CCO)CC3)c(O)ccc2c1=O,2%,10%,13%,?,0%,16%,?,1%

# With a hit mark in SMN2 splice enh, of those listed so far:
SMILES,SMN2 splice enh,GAA inhib,GoLoco inh red,JMJD2E inh,GAA glycogen mod,GLA spleen mod,ALDH1A1 inh,GAA spleen mod
CCn1nc(C(=O)OCC(=O)Nc2nc(-c3ccc(OC)cc3)cs2)c2ccccc2c1=O,10µM*,4%,-12%,2%,-1%,0%,?,-16%
Nc1c(C(=O)N2CCOCC2)sc2nc3c(cc12)CCC3,11µM*,8%,11%,-9%,-13%,0%,6%,-3%
Cc1cccc(/C(N)=N/OC(=O)c2ccco2)c1,16µM*,-1%,-3%,-1%,2%,-1%,-3%,9%
